# T cell modulator – T cell immune modulators affecting CD8 T cell-vesicle binding; 2C CD8+ T cell-vesicle binding, flow cytometry; hits give low values; calls only at 7 µM; 330,000 tested, 0.068% active;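 active = response, share of CD8 T cells binding vesicles, and their 90th percentile fluorescence all below set limits, cut at about 80% in these data, passing the limit was not always enough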
#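 Assay system – 2C mouse CD8+ T cells · Also added – QL9-loaded Drosophila micro-vesicles · Timing – Cell–vesicle co-incubation 1.5 h at 37 °C, staining 20 min on ice · Signal – flow cytometry of vesicle-bound cells · Measure – percent CD8+ FL2 mean versus row control · Controls – Peptide-free naked vesicles (low) and QL9 vesicles with 0.7% DMSO vehicle (high)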
# T cell modulator vesicle-bound % – recorded beside T cell modulator, whose call it bears; double positive events, %; measured here: CD8+ vesicle-bound cell fraction;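 binding gate set so that unloaded-vesicle control wells show 10% double positive cells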
# * marks the source's active call; other numbers are inactive results; i = inactive. Not all compounds are listed, so the mix of outcomes need not match the whole.
SMILES,T cell modulator,T cell modulator vesicle-bound %
O=C(Cn1cc([N+](=O)[O-])ccc1=O)NC1CCCCC1,i,41.9
N#Cc1ccc(C(=O)NC23CC4CC(CC(C4)C2)C3)cc1,i,25.7
COc1ccc(C(C(=O)NC2CCCC2)N(C(=O)c2snc(C(N)=O)c2N)C2CCCC2)cc1OC (stereo unspecified),i,27.9
C#CCOc1ccc(/C=C2/C(=O)ON=C2C)cc1Br,i,33.3
Cc1ncc(CSCC(=O)Nc2cc(C(F)(F)F)ccc2Cl)c(CO)c1O,i,10.9
COc1ccc(C(=O)Cc2cc3cccc(OC)c3oc2=O)cc1,i,31.9
CN(C)CCn1nnnc1SCC1=C(C(=O)O)N2C(=O)[C@@H](NC(=O)Cc3csc(N)n3)[C@H]2SC1,i,58.8
CCOC(CCNC(=O)c1cn(CC(C)C)c(=O)c2c1c1ccccc1n2C)OCC,i,9.6
CC1(C(=O)OCC(=O)NNC(=O)COc2ccc(Cl)cc2)CC1(Cl)Cl (stereo unspecified),i,21.0
CCC(C)Sc1cccc(-c2nc3ccccn3c2NCc2ccccc2)c1 (stereo unspecified),i,7.7
CCN(Cc1ccccc1)C(=O)CN1C(=O)c2ccccc2C1=O,i,40.3
COc1cc2c(c3oc(=O)cc(CC(=O)O)c13)CCC(C)(C)O2,i,29.1
Cc1ccc(-c2c(CC(=O)O)c(C)nc3sc4c(c23)CCCC4)cc1,i,51.6
COc1cc([N+](=O)[O-])ccc1NC(=O)CCS(=O)(=O)c1ccc2c(c1)n(C)c(=O)c(=O)n2C,i,12.3
CCCCOc1ccc(C(=O)NCC(=O)N2CC=C(c3ccccc3)CC2)cc1,i,37.7
CC1CCN(C(=O)c2ccc(NS(=O)(=O)c3ccccc3)cc2)CC1,i,38.4
C=CCN(c1ccccc1OC)S(=O)(=O)c1cccc(C(=O)OCC(=O)N2CCOCC2)c1,i,45.7
CCCn1c(=O)c(C(=O)NCc2ccccc2Cl)c(O)c2ccccc21,i,51.9
CCCCOc1ccc(C2C(C(=O)c3ccc(C)o3)=C(O)C(=O)N2Cc2ccco2)cc1 (stereo unspecified),i,16.4
COc1ccc(OC)c(-c2csc(NC(=O)C3CSC4(C)CCC(=O)N34)n2)c1 (stereo unspecified),i,33.2
CC(C)c1cccc(OCC(=O)Nc2ccc(S(=O)(=O)Nc3ccccn3)cc2)c1,i,7.9
CC(C)(C)c1ccc(S(=O)(=O)N2CCN(CC(=O)N3CC(=O)Nc4ccccc43)CC2)cc1,i,43.3
COc1ccc(NC(=O)CSc2ccc(-c3sc(C)nc3C)nn2)cc1OC,i,8.4
CCOC(=O)O[C@]1(C(=O)COC(=O)CC)CC[C@H]2[C@@H]3CCC4=CC(=O)C=C[C@]4(C)[C@H]3[C@@H](O)C[C@@]21C,i,14.4

# Another view of part of the listing above:
smiles	T cell modulator	T cell modulator vesicle-bound %
CC1(C(=O)OCC(=O)NNC(=O)COc2ccc(Cl)cc2)CC1(Cl)Cl (stereo unspecified)	i	21.0
CCCCOc1ccc(C2C(C(=O)c3ccc(C)o3)=C(O)C(=O)N2Cc2ccco2)cc1 (stereo unspecified)	i	16.4
CCN(Cc1ccccc1)C(=O)CN1C(=O)c2ccccc2C1=O	i	40.3
CCOC(=O)O[C@]1(C(=O)COC(=O)CC)CC[C@H]2[C@@H]3CCC4=CC(=O)C=C[C@]4(C)[C@H]3[C@@H](O)C[C@@]21C	i	14.4
CC(C)c1cccc(OCC(=O)Nc2ccc(S(=O)(=O)Nc3ccccn3)cc2)c1	i	7.9

# Next part:
SMILES,T cell modulator,T cell modulator vesicle-bound %
O=C1c2ccccc2C(=O)N1CC(O)COc1ccccc1Cl (stereo unspecified),i,56.8
COc1ccc(CC(=O)N(Cc2ccccc2)c2ccc(C)cc2)cc1OC,i,68.5
O=C(CN1CCOC1=O)N1CCCC(N2CCN(c3cccc(C(F)(F)F)c3)CC2)C1 (stereo unspecified),i,14.4
Cc1cccc(CCNC(=O)CNS(=O)(=O)c2ccc3nc(C)sc3c2)c1,i,27.1
O=[N+]([O-])c1ccc(Cl)c(S(=O)(=O)Nc2ccc(-c3ccc(N4CCCC4)nn3)cc2)c1,i,57.9
COc1ccc([C@@H]2[C@@H]3C(=O)N(C(C)(C)C)C(=O)[C@@H]3[C@]3(C)C(=O)N(c4cccc(Cl)c4)C(=O)N23)cc1,i,27.0
Cc1ccc(C(C)C)c(OCC(=O)NN=C2CCCC(=O)C2)c1,i,36.6
Cc1cccc(NC(=O)c2cc(S(=O)(=O)N3CCCC3)cn2C)c1,i,23.4
O=C(NC(=S)Nc1ccccc1F)C1CCCCC1,i,33.3
CCOC(=O)N1CCN(S(=O)(=O)c2ccc(C)cc2)CC1,i,46.9
O=C(NNc1ccc([N+](=O)[O-])cc1)Nc1ccccc1,i,58.4
C=CCN1C(=O)/C(=C2/Sc3ccc(OC)cc3N2CC)SC1=S,i,17.7
Cn1cc(Cl)cc(C(=O)Nc2ccccc2)c1=O,i,14.5
CC(NC(=O)[C@H](C)NC(=O)C1CC(=O)N(c2ccc3c(c2)OCO3)C1)c1ccccc1 (stereo partly specified),i,7.5
CCN(CC)Cc1c(C(=O)N/N=C/c2ccco2)nnn1-c1nonc1N,i,30.7
COc1ccc(N2CCN(C3CCCN(S(=O)(=O)c4ccc(C)cc4C)C3)CC2)cc1 (stereo unspecified),i,22.0
COc1ccc(C)cc1NC(=O)COC(=O)CCC(=O)c1cccs1,i,39.2
Oc1ccc(Br)cc1/C=N/n1c(COc2ccccc2)n[nH]c1=S,i,25.2
Cc1cccc(C(=O)NNC(=O)c2ccc(S(=O)(=O)N3CCOCC3)cc2)c1,i,54.8
O=C(CSc1ncn[nH]1)NNC(=O)c1ccccc1,i,58.3
NC(=O)c1cc(S(=O)(=O)N2CCOCC2)ccc1N1CCCC1,i,3.1
CCN(CC(=O)NCc1ccc(F)cc1)C(=O)c1ccc(COc2ccccc2)cc1,i,20.2
O=C(NC1CCCCCC1)C1CCCN(c2ncccn2)C1 (stereo unspecified),i,36.6
COc1ccccc1-c1nnc2n1N=C(c1ccc(OC(F)F)c(OCC3CC3)c1)CS2,i,20.8
COc1ccc(OCc2cc(C(=O)N3CCCC(CO)C3)no2)c2ccccc12 (stereo unspecified),i,65.9
CCc1cccc(C)c1NC(=O)Nc1c(Br)cnn1C,i,46.9
CCCn1c(N)c(N(CCOC)C(=O)CSc2ccccc2)c(=O)[nH]c1=O,i,37.1
CN1CCN(C(=O)CN2C(=O)COc3ccc(S(=O)(=O)N4CCOCC4)cc32)CC1,i,8.4
CCCCN1CC(=O)N2[C@H]3c4cc(C)ccc4OC[C@@H]3[C@H](C(=O)OCC)[C@]2(C)C1=O,i,25.7
COc1cccc(CN(C)CC2CCCN(CCc3ccccc3C)C2)c1 (stereo unspecified),i,56.1
O=C(CN(C(=O)c1csnn1)c1ccc(Cl)cc1)NCc1ccc2c(c1)OCO2,i,11.2
CN1CC(=O)N2C(c3cccc([N+](=O)[O-])c3)c3[nH]c4ccccc4c3C[C@H]2C1=O (stereo partly specified),i,57.0
CC1(C)C(=O)NCCN1C(=O)c1ccc2nc(Cc3ccccc3F)oc2c1,i,61.2
COc1cc(N)c(C(=O)c2nccc3cc(OC)c(OC)cc23)cc1OC,i,34.0
C=CCN1C(=O)C(CC(=O)O)S/C1=N/N=C/c1ccc(N(CC)CC)cc1 (stereo unspecified),i,12.5
Cc1cc(-n2c(C)cc(C(=O)COc3cc(F)ccc3[N+](=O)[O-])c2C)no1,i,24.2
COc1ccc(NS(=O)(=O)c2cc3c(cc2C)N(C)CCO3)cc1,i,28.9
COc1ccc([C@H]2CC(=O)C=C(c3ccc(C)c4ccccc34)C2)cc1,i,51.9
COc1ccc(NC(=O)CSc2nc3nc(C)cc(C)c3c(=O)[nH]2)cc1OC,i,36.1
O=C(O)c1nc(NCc2ccccc2)ncc1Cl,i,21.3
COC(=O)c1ccccc1S(=O)(=O)N1CCC(C(=O)Nc2ccc(N3CCOCC3)cc2)CC1,i,31.0
Cc1ccccc1CCNC(=O)c1cc(C2CC2)nc2c1cnn2C(C)C,i,34.8
Cc1ccc(C(=O)Nc2c3c(nn2-c2ccccc2)CS(=O)(=O)C3)cc1C,i,33.3
O=C(Cc1cccc2ccccc12)NCCc1ccccc1,i,17.0
Cc1c(C(=O)Nc2ccc(Nc3ccccc3)cc2)cccc1[N+](=O)[O-],i,48.7
Cc1ccc(C)c(S(=O)(=O)Nc2ccc(C(=O)NCCCN3CCCC3=O)cc2)c1,i,17.8
O=C(c1cc(-c2ccccc2Cl)nc2ccccc12)N1CCN(c2ccccn2)CC1,i,38.7
Cc1cc(F)ccc1NC(=O)CCCN(C)S(=O)(=O)c1ccc(F)cc1,i,7.2
CC(C)(C)C1CCC(=O)N(CCSc2ccccc2)CC1 (stereo unspecified),i,21.3
COC(=O)c1ccc(C2/C(=C(/O)c3ccc(Cl)cc3)C(=O)C(=O)N2C2CCS(=O)(=O)C2)cc1 (stereo unspecified),i,8.7
CCCN1C(=O)C(=O)c2cc(Cl)ccc21,i,9.2
CCCOc1ccc(/C=C2/C(=O)ON=C2C)cc1Cl,i,27.4
CCC(C(=O)Nc1c2c(nn1C(C)(C)C)CS(=O)(=O)C2)c1ccccc1 (stereo unspecified),i,16.0
O=C(COC(=O)Cc1ccsc1)Nc1ccc(Br)cc1,i,45.1
CC(SC1=NCCN1S(C)(=O)=O)c1ccccc1 (stereo unspecified),i,9.9
C/C(=N\NC(=O)c1nnn(-c2nonc2N)c1CN1CCCCC1)c1ccccc1O,i,51.1
COc1ccccc1N(CC(=O)Nc1ccc(S(=O)(=O)N2CCOCC2)cc1)S(C)(=O)=O,i,27.9
CCOc1ccc(N(CC(=O)NCCSCc2ccc(Cl)cc2)S(C)(=O)=O)cc1,i,46.3
CN(CC(=O)Nc1ccccc1Cl)C(=O)COC(=O)Cc1c(F)cccc1Cl,i,56.4
COc1cccc(CCNC(=O)CCc2nnc(-c3ccc4c(c3)OCO4)o2)c1,i,35.1

# Sorted by length of the SMILES (lowest first): some entries from above
SMILES,T cell modulator,T cell modulator vesicle-bound %
CC(SC1=NCCN1S(C)(=O)=O)c1ccccc1 (stereo unspecified),i,9.9
CCCOc1ccc(/C=C2/C(=O)ON=C2C)cc1Cl,i,27.4
COc1cccc(CCNC(=O)CCc2nnc(-c3ccc4c(c3)OCO4)o2)c1,i,35.1
CCC(C(=O)Nc1c2c(nn1C(C)(C)C)CS(=O)(=O)C2)c1ccccc1 (stereo unspecified),i,16.0
C/C(=N\NC(=O)c1nnn(-c2nonc2N)c1CN1CCCCC1)c1ccccc1O,i,51.1
COC(=O)c1ccc(C2/C(=C(/O)c3ccc(Cl)cc3)C(=O)C(=O)N2C2CCS(=O)(=O)C2)cc1 (stereo unspecified),i,8.7

# (listing goes on)
SMILES,T cell modulator,T cell modulator vesicle-bound %
CCc1cccc(C)c1NC(=O)CCOc1ccccc1,i,26.0
CCN(Cc1nc2ccccc2c(=O)[nH]1)C(=O)COc1ccccc1-c1ccccc1,i,35.4
O=S(=O)(NCCS(=O)(=O)N1CCN(c2ccccc2)CC1)c1ccc(F)cc1,i,38.7
COc1ccc(N2CCN(C(=O)CNC(=O)c3ccco3)CC2)cc1,i,69.2
Cc1cc(NC(=O)CSc2nnnn2-c2ccc(C(C)C)cc2)no1,i,35.8
COc1ccccc1-n1cnnc1SC(C)C(=O)NCC1CCCO1 (stereo unspecified),i,17.7
Cc1ccc(C2(C)NC(=O)N(CC(=O)Nc3nc(-c4ccccn4)cs3)C2=O)cc1 (stereo unspecified),i,56.9
CCc1nc2ccc(C(=O)N(C)CC(=O)Nc3ccccc3C(F)(F)F)cc2nc1CC,i,37.5
Cc1cccc(NC(=S)Nc2cccc3ccccc23)c1,i,65.3
CC1CCc2nc3ccc(S(=O)(=O)N4CCC(C(=O)NCc5ccccc5Cl)CC4)cc3c(C(=O)O)c2C1 (stereo unspecified),i,8.3
COC(=O)c1ccccc1C(=O)N1CC(O)CO1 (stereo unspecified),i,54.1
Cc1ccccc1NC(=O)Cc1nnc(SCC(=O)NC2CCCCC2)n1C,i,35.5
CN=c1nc(-c2ccccc2)n(-c2ccccc2)s1,i,59.4
COc1cc(OC)cc(-c2c(C#Cc3ccsc3)c3cc(-c4cccc5[nH]ccc45)ccc3n2C)c1,i,38.9
CN1CCN(c2ccc(S(=O)(=O)N3CCCCC3)cc2NC(=O)/C=C/c2ccc(OC(F)F)cc2)CC1,i,55.9
CCCCn1c(N)c(N(CC(C)C)C(=O)C2CC(=O)N(c3ccccc3C(C)CC)C2)c(=O)[nH]c1=O (stereo unspecified),i,29.6
CC(=O)N1CCN(c2ccc(NC(=O)c3ccccc3C)cc2)CC1,i,33.6
Cn1cccc1C(=O)OCC(=O)c1c[nH]c2ccccc12,i,59.1
CC(C)(C)NC(=O)CN(C(=O)C(=O)Nc1ccc2c(c1)OCCO2)C1CCCC1,i,10.7
C/C(CC(=O)Nc1ccc(F)cc1F)=N\NC(=O)C(=O)N1CCCCC1,i,23.2
COc1ccc(CNc2ncnc3sccc23)cc1OC,i,30.0
CCN(C(=O)COC(=O)Cc1ccc(F)cc1)c1c(N)n(Cc2ccccc2)c(=O)[nH]c1=O,i,21.6
CCOc1ccc(CCNC(=O)C2CC=CCC2C(=O)OC(C)C)cc1OCC (stereo unspecified),i,27.6
Cc1nc2ccccc2c(=O)n1/N=C/c1ccccc1Cl,i,56.4
O=C(O)CN1C(=O)/C(=C\c2cc(Br)ccc2OCc2ccc(F)cc2)SC1=S,i,62.3
CCC(C)C1Nc2ccc(C(=O)NCCc3ccc(OC)c(OC)c3)cc2NC1=O (stereo unspecified),i,16.8
Cc1c(C(=O)N2CCN(c3ccccn3)CC2)oc2c1C(=O)CC(C)(C)C2,i,22.2
CCCCn1c(N)c(N(CC(C)C)C(=O)c2ccc(S(=O)(=O)N(CC)c3ccccc3)cc2)c(=O)[nH]c1=O,i,7.8
Cc1cc(OC(C)C(=O)NCCCN2CCOCC2)c2c(C)cc(=O)oc2c1 (stereo unspecified),i,44.9

# Bioassay records (PubChem)
